Source: PubChem BioAssay
IL-2 act: qHTS of IL-2 Activators; IL-2 activation reporter assay, cell-based qHTS; stimulated with anti-CD3/CD4/CD28 beads; in transgenic mouse T cells; activation, % (series mostly up to about 46 µM); 0.065% of 360,000 active; in the data active = activation above about 50%; inconclusive = mostly about 30% to 49%; also: 0% is about no effect
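Screening format: compound pinned onto unstimulated transgenic mouse T cells, 60 min incubation, then anti-CD3/anti-CD4/anti-CD28 bead stimulation for 18 hours at 37 degrees C, followed by EGFP and DsRed detection.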
Abeta rescue: qHTS for compounds that reverse cellular toxicity of Amyloid beta (A-beta) peptide in yeast: Primary Screen. Potency, µM (top dose mostly 46.1 µM), without a hit: top-dose growth rescue, usual class: activators. yeast expressing A-beta42, growth rescue, OD600, 48 h; response scale: 0% DMSO, 100% iron-clioquinol control. 0.063% of 410,000 active; also: potency is read from the fitted curve at half-maximal effect; nearly all actives have a fitted effect of over 55% in size
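Yeast growth medium received pinned compounds, then yeast cells expressing toxic A-beta were added; plates incubated at 30 C for 48 hr. Growth read as absorbance at 600 nm, normalized to DMSO and equimolar FeCl3 plus clioquinol controls.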
EPAC1 antag: qHTS for Antagonist of cAMP-regulated guanine nucleotide exchange factor 3 (EPAC1): primary screen; EPAC1 GEF assay, Rap1b-BODIPY-GDP exchange fluorescence; Rap guanine nucleotide exchange factor 3 (Homo sapiens), O95398; 0.14% of 360,000 active; Potency, µM (series often up to 115 µM), inactives show top-dose activity change, negative = inhibition, actives largely listed as inhibitors;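 also: potency is read from the fitted curve at half-maximal effect; plate controls were vehicle for no effect and positive control for full effect; nearly all actives have a fitted effect of over 50% in size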
WRN helicase inh: qHTS for Inhibitors of WRN Helicase | AID 651768, 2012 | Bifunctional 3'-5' exonuclease/ATP-dependent helicase WRN (Homo sapiens), Q14191 | Potency, µM (highest dose often 114 µM), for the others: top-dose activity change, negative = inhibition, most hits filed as inhibitors | 0.46% of 360,000 active | WRN helicase unwinding, fluorescent forked duplex, kinetic; also: potency is read from the fitted curve at half-maximal effect; % is scaled to controls: 0 for no effect and ±100 for the full control effect; nearly all actives have a fitted effect of over 55% in size
Target sequence (Q14191 whole entry, looked up): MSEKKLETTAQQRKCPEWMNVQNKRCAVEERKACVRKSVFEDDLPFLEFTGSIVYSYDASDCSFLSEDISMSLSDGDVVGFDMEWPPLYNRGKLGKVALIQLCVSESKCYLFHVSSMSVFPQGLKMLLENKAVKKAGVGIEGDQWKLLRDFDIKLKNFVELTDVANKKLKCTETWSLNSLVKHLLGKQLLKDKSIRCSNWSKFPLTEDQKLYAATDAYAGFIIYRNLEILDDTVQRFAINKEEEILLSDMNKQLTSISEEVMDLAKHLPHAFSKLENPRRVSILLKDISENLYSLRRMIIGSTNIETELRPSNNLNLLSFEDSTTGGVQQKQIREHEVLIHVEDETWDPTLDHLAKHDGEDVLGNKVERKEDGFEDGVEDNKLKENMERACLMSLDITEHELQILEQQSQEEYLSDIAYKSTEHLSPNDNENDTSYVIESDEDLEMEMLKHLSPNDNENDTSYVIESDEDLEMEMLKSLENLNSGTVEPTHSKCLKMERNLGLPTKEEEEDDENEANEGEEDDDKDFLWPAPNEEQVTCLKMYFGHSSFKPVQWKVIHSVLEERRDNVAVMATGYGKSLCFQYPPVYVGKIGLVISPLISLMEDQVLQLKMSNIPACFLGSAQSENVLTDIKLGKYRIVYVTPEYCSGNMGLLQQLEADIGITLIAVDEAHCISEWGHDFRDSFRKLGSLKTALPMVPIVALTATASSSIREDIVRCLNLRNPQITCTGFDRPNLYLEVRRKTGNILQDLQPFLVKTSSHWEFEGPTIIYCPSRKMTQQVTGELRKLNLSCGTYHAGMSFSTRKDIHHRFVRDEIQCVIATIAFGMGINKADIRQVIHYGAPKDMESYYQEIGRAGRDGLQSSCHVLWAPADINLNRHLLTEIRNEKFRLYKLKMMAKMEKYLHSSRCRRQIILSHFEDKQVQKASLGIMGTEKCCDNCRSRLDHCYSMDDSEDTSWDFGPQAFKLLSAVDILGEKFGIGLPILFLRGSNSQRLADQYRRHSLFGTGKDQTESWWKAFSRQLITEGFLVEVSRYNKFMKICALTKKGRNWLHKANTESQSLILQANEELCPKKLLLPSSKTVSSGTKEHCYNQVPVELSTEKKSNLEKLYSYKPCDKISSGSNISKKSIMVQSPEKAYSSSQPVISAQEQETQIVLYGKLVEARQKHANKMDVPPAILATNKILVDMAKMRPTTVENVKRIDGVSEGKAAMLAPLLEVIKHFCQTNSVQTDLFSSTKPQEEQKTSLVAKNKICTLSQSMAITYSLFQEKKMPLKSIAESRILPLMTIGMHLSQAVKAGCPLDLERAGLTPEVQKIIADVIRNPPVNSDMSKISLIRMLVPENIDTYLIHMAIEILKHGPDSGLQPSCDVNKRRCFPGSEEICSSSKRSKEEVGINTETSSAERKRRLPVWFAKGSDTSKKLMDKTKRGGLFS
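Primary qHTS, 1536-well format. 20 nM WRN + compound, 15 min RT; start with 100 nM forked fluorophore/quencher duplex, 2 mM ATP (final); kinetic read ex 525/em 598 nm.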
FUS yeast rescue: qHTS for Suppressors of FUS Proteinopathy: Primary screen using FUS-linked yeast assay. 0.24% of 390,000 active. S. cerevisiae FUS-expressing, growth rescue, OD600, 24 h. Potency, µM (highest dose often 76.6 µM), without a hit: at the highest dose growth rescue (activation), usual class: activators;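 also: potency is read from the fitted curve at half-maximal effect; plate controls were DMSO vehicle for no effect and reference control for full effect; nearly all actives have a fitted effect of over 55% in size; some results filed as inactive show a strong effect at the top dose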
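Restored growth of FUS-toxic S. cerevisiae, read as 600 nm absorbance after 24 h at 30C in galactose medium (starting OD 0.005). Controls CP55940 and DMSO.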
PI5P4Ka inh: qHTS for Inhibitors of phosphatidylinositol 5-phosphate 4-kinase (PI5P4K). Phosphatidylinositol 5-phosphate 4-kinase type-2 alpha (Homo sapiens), P48426. PI5P4Kalpha enzyme, ADP-Glo luminescence, 60 min; stronger effect = lower value. max response, %. 1.2% of 330,000 active; active = max response of -50% or lower; inconclusive = between -30% and -50%; inactive = -30% or higher; also: value at the top dose of about 77 µM; % is scaled to controls: 0 for no effect and ±100 for the full control effect
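ADP-Glo luminescence end-point after a 60 min room-temperature kinase reaction. PI5P4Kalpha and substrate in HEPES pH 7.4 buffer with EGTA, 0.1% CHAPS and 5% DMSO; ATP at 5 microM final.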
PLK1 PBD inh: qHTS for Inhibitors of PLK1-PDB (polo-like kinase 1 - polo-box domain): Primary Screen; Potency, µM, inactives show max response, negative = inhibition, actives largely listed as inhibitors; Plk1 PBD binding of FITC phosphopeptide, fluorescence polarization; 2.8% of 360,000 active; Serine/threonine-protein kinase PLK1 (Homo sapiens), P53350; also: potency is read from the fitted curve at half-maximal effect; series mostly up to about 57 µM; % is scaled to controls: 0 for no effect and ±100 for the full control effect; nearly all actives have a fitted effect of over 65% in size
EPAC1 ag: qHTS for Agonist of cAMP-regulated guanine nucleotide exchange factor 3 (EPAC1): primary screen. EPAC1 agonist qHTS, biochemical assay; response scale: 100% = response to 6.5 mM cAMP. Potency, µM (top dose mostly 154 µM), inactives show at the top dose activation, usual class: activators. 0.073% of 360,000 active; also: potency is read from the fitted curve at half-maximal effect; nearly all actives have a fitted effect of over 60% in size
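Nucleotide exchange assay: 100 nM EPAC1 with 250 nM Rap1B loaded with BODIPY-GDP and 50 uM GDP, room temperature. Fluorescence (480/540 nm) read every 5 min for 30 min; signal change normalized to 6.5 mM cAMP as full agonist.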
Active calls of the source: *; u = inconclusive; x = no result given; [ ] = dose if it differs, or a comment. Unless noted, calls follow the shape of the dose curve; as a rule, active = well fitted curve in the direction sought with a large enough effect; inconclusive = small, poorly fitted or top-dose-only effect, or another doubt; inactive = no such curve, though single readings can be large; an effect the other way counts as inactive or inconclusive.

Values run as follows: IL-2 act, Abeta rescue, EPAC1 antag, WRN helicase inh, FUS yeast rescue, PI5P4Ka inh, PLK1 PBD inh, EPAC1 ag
COc1ccc(OC)c(CN2CCC(C(=O)N(C)CCc3ccc(OC)c(OC)c3)CC2)c1
  0.5, 3%, 11%, 1%, -6%, -1, -1%, 10%
CC(=O)N1CCN(Cc2nc3cc([N+](=O)[O-])ccc3n2C)CC1
  0.3, -6%, 12%, 4%, -21%, 0, -9%, 9%
Nc1nc(NCC2CCCO2)nc(Nc2ccc(F)cc2)c1[N+](=O)[O-] (stereo unspecified)
  0.5, -3%, 10%, -4%, 4%, -11, 1%, -10%
CCOc1cc(C(N)=O)cc(Br)c1OC
  -1.3, -12%, 4%, 2%, 12%, -11, 30µM*, 7%
Cc1ccc(NC(=O)CN2C(=O)N/C(=C/c3ccc(C)o3)C2=O)cc1
  0.5, -25%, 8%, -13%, 29%, -28, 3%, -2%
N#CC1(NC(=O)CN2c3cccc4cccc(c34)S2(=O)=O)CCCCC1
  1.5, 10%, 0%, -9%, 25%, -20, -7%, 3%
Cc1noc(C)c1C(=O)N1CCCC(C(=O)c2cccc(C(F)(F)F)c2)C1 (stereo unspecified)
  -2.2, -1%, -1%, 4%, 18%, -2, 4%, -5%
CSc1nc2ccc(NS(=O)(=O)c3ccccc3F)cc2s1
  -6.0, -5%, -29%, -3%, 5%, 2, -11%, 9%
O=C(/C(=C/O)N=Nc1cccc(C(F)(F)F)c1)c1ccccc1
  0.2, -67%[inhibitor], -6%, -16%, 2%, u, -12%, -2%
CN(C)C(=O)c1ccc(NC(=O)c2ccccc2Sc2ccccc2C#N)cc1
  0.7, 1%, 20%, 12%, 9%, 2, -3%, -1%
COc1ccc(Cl)cc1NC(=O)CCNS(=O)(=O)c1cccc2nonc12
  0.7, -8%, 5%, 2%, 7%, 6, -6%, 3%
Cc1cc(=O)[nH]c(N/N=C/c2c(C)nn(-c3ccccc3Cl)c2Cl)n1
  0.9, -4%, 3%, -8%, 17%, 1, -3%, 8%
CCCCN(CC(=O)Nc1c(C)cccc1CC)C(=O)SCC
  0.0, 15%, 5%, 2%, 1%, 16, -3%, -6%
CCN(CC)C(=O)CSc1nc2ccccc2c(=O)n1CCC(=O)N1CCN(c2ccccc2)CC1
  0.5, 36%, 6%, 0%, 11%, 9, 2%, -1%
CN1CCN(C(=O)c2ccc(Oc3ccc([N+](=O)[O-])cc3)cc2)CC1
  1.3, -21%, 4%, -3%, 8%, 7, -12%, 8%
Cc1ccc(-c2noc(CN(C)C(=O)Nc3ccc(F)cc3)n2)cc1
  -0.8, 2%, -1%, -31%[57.1 µM], -14%, 2, -12%, 13%
Cc1ccc(S(=O)(=O)N2CCCCC2)cc1NC(=O)Cn1cnnn1
  -0.5, -3%, u, -8%, -21%, 5, -7%, 1%
O=C(CC(C(=O)O)c1ccc(F)cc1)c1ccc(Cl)cc1 (stereo unspecified)
  0.0, 12%, -18%, 8%, 1%, -2, -9%, 7%
COC(=O)c1ccc2c(c1)C(C)(C)C(/C=C/c1ccc(OC)c(OC)c1OC)=[N+]2C
  -0.3, -17%, -11%, 50µM*, 15%, -20, u, 8%
O=C(COC(=O)C(c1ccccc1)c1ccccc1)NCc1ccco1
  -0.1, 5%, -4%, -4%, 10%, -10, 1%, -3%

Entries of single compounds as entered above. Values in the order: IL-2 act | Abeta rescue | EPAC1 antag | WRN helicase inh | FUS yeast rescue | PI5P4Ka inh | PLK1 PBD inh | EPAC1 ag
Nc1nc(NCC2CCCO2)nc(Nc2ccc(F)cc2)c1[N+](=O)[O-] (stereo unspecified) is entered as 0.5 | -3% | 10% | -4% | 4% | -11 | 1% | -10%
COc1ccc(Cl)cc1NC(=O)CCNS(=O)(=O)c1cccc2nonc12 is entered as 0.7 | -8% | 5% | 2% | 7% | 6 | -6% | 3%

Continuation:
Values run as follows: IL-2 act, Abeta rescue, EPAC1 antag, WRN helicase inh, FUS yeast rescue, PI5P4Ka inh, PLK1 PBD inh, EPAC1 ag
O=C1OCCC1Sc1nnc(-c2ccc(O)cc2)o1 (stereo unspecified)
  0.3, 2%, -3%, 1%, 13%, -15, 27µM*, -9%
COc1ccc(CCNC(=O)C2C3CCC(C3)C2C(=O)O)cc1OC (stereo unspecified)
  0.9, 1%, -10%, -4%, -4%, 3, -1%, 4%
COc1ccccc1C=NNC(=O)c1ccccc1OCCOc1ccccc1
  1.4, 6%, -9%, -12%, 23%, 5, -1%, -5%
CCN1CCN(CCNC(=O)CS(=O)(=O)Cc2nc(-c3ccc(C)cc3)oc2C)CC1
  -2.3, -4%, -7%, -6%, -11%, 0, -5%, -28%
COc1ccc(NC(=O)CSc2nc3[nH]ncc3c(=O)[nH]2)c(OC)c1
  -3.2, 2%, 0%, -3%, 12%, -8, -6%, 9%
CCS(=O)(=O)Nc1ccc(-c2nc3cccnc3s2)cc1
  -0.1, -5%, 16%, 4%, -3%, -59*, 5%, 6%
COc1cc(Nc2ccccc2Cl)c([N+](=O)[O-])nc1[N+](=O)[O-]
  -2.4, 8%, -8%, -15%, 34%, x, -8%, 7%
COc1cc(OC)cc(-c2nnc(SCC(=O)N3CCCC3)o2)c1
  0.2, -5%, -5%, 1%, -7%, -5, -8%, 5%
CCC(C)(C)C(=O)Nc1cc([N+](=O)[O-])ccc1F
  0.0, 6%, 3%, -1%, 28%, 1, -10%, 6%
CCOC(=O)Cn1c(=O)oc2cc(S(=O)(=O)Nc3ccc(N(CC)CC)cc3C)ccc21
  -1.2, 15%, -30%, 0%, -5%, -2, -26%, -11%
CCOc1ccccc1C1C(C#N)=C(N)Oc2cc(C)n(Cc3ccccn3)c(=O)c21 (stereo unspecified)
  1.2, 19%, -2%, -9%, 18%, x, -7%, 3%
Cc1c(OC(C)C(=O)NCC2CCC(C(=O)O)CC2)ccc2c1oc(=O)c1ccccc12 (stereo unspecified)
  -0.3, -22%, -15%, -3%, -7%, -7, -5%, -18%
Cc1ccc(CNC(=O)c2ccc(N3CCC4(CC3)CC(c3ccccc3)=NO4)c(N)c2)cc1
  -1.9, 1%, -14%, -4%, -9%, 4, -3%, 6%
CC1(C)CC(C(N)=S)CCO1 (stereo unspecified)
  -2.7, 7%, 7%, 8%, -23%, 7, -10%, 5%
CC(C)C[C@H](NC(=O)[C@H](Cc1ccccc1)n1c(=O)[nH]c2ccccc2c1=O)C(=O)N1CCC[C@H]1C(=O)O
  0.9, 5%, 0%, -6%, 6%, 8, -3%, -1%
O=C(NCCN1CCCc2ccccc21)C1CCC(=O)N(CCc2ccccc2)C1 (stereo unspecified)
  1.7, 17%, 1%, -6%, 23%, 4, -1%, 6%
Cc1nn(-c2ccccc2)c(C)c1NC(=O)c1ccc(S(=O)(=O)N2CCCC2)cc1
  0.7, 9%, -3%, -5%, 14%, x, 1%, 4%
COc1cc(OCc2ccccc2)c(OC)c(OCc2ccccc2)c1
  -0.1, 14%, -3%, -6%, 8%, 16, 8%, -2%
COCCNC(=O)Cc1ccc(Br)cc1
  -0.6, -3%, -1%, 0%, 29%, x, -4%, 6%
CC(C)NC(=O)CSc1nncn1-c1ccccc1
  -2.8, 9%, 6%, 6%, 4%, -4, -7%, 3%

Single entries from the results shown.
CCOc1ccccc1C1C(C#N)=C(N)Oc2cc(C)n(Cc3ccccn3)c(=O)c21 (stereo unspecified) in WRN helicase inh has -9%
COc1ccccc1C=NNC(=O)c1ccccc1OCCOc1ccccc1 in FUS yeast rescue has 23%

Following part:
Values run as follows: IL-2 act, Abeta rescue, EPAC1 antag, WRN helicase inh, FUS yeast rescue, PI5P4Ka inh, PLK1 PBD inh, EPAC1 ag
Cc1cccc(C(=O)N(Cc2nc3ccccc3c(=O)[nH]2)C2CCCCC2)c1
  -1.0, 0%, -21%, -2%, 24%, 2, u, 5%
Cc1cccc(NC(=S)NC(=O)/C=C/c2ccco2)n1
  1.5, -25%, -10%, u, -10%, -16, -15%, 9%
CCC1(CC)NC(=O)N(CC(=O)N2CCN(c3ccccc3F)CC2)C1=O
  0.2, -11%, 1%, 2%, -9%, 0, 1%, 8%
O=C(C1COc2ccccc2O1)N1CCN(S(=O)(=O)c2ccccc2)CC1 (stereo unspecified)
  -2.4, 26%, 4%, -36%, 11%, -8, -11%, -1%
O=C(Nc1ccc(Cl)cc1)NN1CCCCCC1
  3.4, u, -7%, -4%, 11%, 7, -5%, 3%
CC1CCCC(C)N1C(=O)COC(=O)c1ccc[nH]c1=O (stereo unspecified)
  -0.2, 16%, 7%, 3%, -7%, 0, 1%, 12%
CCc1ccc2[nH]c(=O)c(CN(Cc3ccc4c(c3)OCO4)C(=O)c3ccco3)cc2c1
  0.1, 12%, -12%, -4%, 19%, -5, -3%, -3%
CCc1nnc(NC(=O)C2=CCN(S(=O)(=O)c3ccccc3)CC2)s1
  -0.9, -5%, u, -10%, u, 3, -14%, 6%
CCCCCn1c(CCC(=O)Oc2ccccc2OC)nc2c1c(=O)[nH]c(=O)n2CCCC
  -2.7, 9%, 0%, -11%[57.1 µM], -3%, 1, -2%, -21%
Cc1ccc(S(=O)(=O)N(C)C)cc1NC(=O)CSc1nc2ccccc2c(=O)n1CC1CCCO1 (stereo unspecified)
  1.3, 14%, -1%, -5%, 7%, -4, -1%, -3%
Nc1[nH]c(C(=O)c2ccccc2)c(-c2ccccc2Br)c1C(=O)NCCc1c[nH]c2ccccc12
  -0.4, 1%, -27%, -2%, u, -11, -15%, 8%
O=C(NCc1cccs1)c1nn2cccnc2c1Cl
  2.3, -3%, -9%, 4%, 1%, 0, -12%, -1%
COc1ccccc1N1CCN(S(=O)(=O)c2ccc(-c3cnc(C4CC4)o3)cc2)CC1
  1.1, -21%, u, -5%, u, -3, -12%, 11%
CCOc1cc(N2CCOCC2)c(OCC)cc1NC(=O)c1ccc(C)s1
  -2.5, -8%, -28%, 0%, 26%, -8, 2%, -5%
Cc1ccc(CN2C(=O)C(C)Nc3ncnc(N4CCN(c5ccccn5)CC4)c32)cc1 (stereo unspecified)
  -0.2, -1%, -14%, -7%, 6%, -7, 5%, 9%
COc1ccc(NC(=O)C2(C)CCN2C)cc1OC (stereo unspecified)
  0.1, -10%, 3%, 5%, -26%, -11, 1%, -20%
